# Anesthetic bind: qHTS Assay for Identification of Novel General Anesthetics. apoferritin/1-aminoanthracene competitive binding, fluorescence. Potency, µM (series often up to 77.5 µM), for inactives: at the highest dose activity change, negative = displacement, hits mostly inhibitors. hit rate 0.074% among 350,000; note: potency is the fitted concentration of half-maximal effect; % is set by controls: 0 for no effect and ±100 for the full control effect; nearly all actives have a fitted effect of over 20% in size
# Target sequence (P02791 2-175 limits assumed): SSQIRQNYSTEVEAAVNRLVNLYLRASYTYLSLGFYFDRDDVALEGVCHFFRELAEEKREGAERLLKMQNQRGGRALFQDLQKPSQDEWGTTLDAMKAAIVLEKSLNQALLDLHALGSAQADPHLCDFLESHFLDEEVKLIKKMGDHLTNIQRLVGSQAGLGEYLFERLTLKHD
#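 Probe: 1-aminoanthracene (50% saturated, PBS). Protein: horse-spleen apoferritin, 10 uM. Incubation: 10 min, room temperature. Detection: 380 nm excitation, 535 nm emission. Analysis: normalized response, four-parameter Hill.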
# ERG-DNA inh: qHTS for Small Molecule Inhibitors of the ERG Ets/DNA interaction; Transcriptional regulator ERG (Homo sapiens), P11308; fluorescence polarization, His-ERG Ets domain / labelled DNA; Potency, µM (top dose mostly 76.9 µM), for inactives: at the highest dose FP activity, negative = inhibition, most hits filed as inhibitors; hit rate 0.028% among 370,000; AID 624246, 2012; active = well fitted inhibition curve with a large enough effect in the polarisation, with a control signal flat; inconclusive = small, poorly fitted or top-dose-only effect, or effect the other way, or a change in a side signal; inactive = no such curve, though single readings can be large or run the other way; the % refers to the polarisation;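 note: polarization taken with two DNA probes labelled with fluorescein and Texas red; potency is the fitted concentration of half-maximal effect; % of control where 0% means no effect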
#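 His-tagged ERG Ets domain (1 uM in the protein solution; 300mM KCl, 50mM Tris-HCl, 1mM EDTA, 1mM DTT, pH 7.5) received compound, then a probe mix of 5 nM fluorescein-DNA and 100nM Texas-615-DNA. Fluorescence polarization was read for both dyes.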
# 12-LOX inh: Primary qHTS assay for inhibitors of human arachidonate 12S-lipoxygenase (ALOX12): Round 2; Polyunsaturated fatty acid lipoxygenase ALOX12 (Homo sapiens), P18054; purified 12hLO, xylenol orange hydroperoxide absorbance; Potency, µM (doses to about 108 µM), without a hit: top-dose activity change, negative = inhibition, usual class: inhibitors; hit rate 1.1% among 580,000; note: potency is the fitted concentration of half-maximal effect; % is set by controls: 0 for no effect and ±100 for the full control effect
#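 Purified human 12hLO at 150 nM in 25 mM Hepes, 0.01% Triton X-100, pH 7.0, preincubated 15 min at room temperature with compound. Reaction started with 40 uM arachidonic acid, 30 min at room temperature. Hydroperoxide measured by Fe-xylenol orange, 573/405 nm absorbance ratio.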
# Pol beta inh: qHTS Assay for Inhibitors of DNA Polymerase Beta. Pol beta primer extension/strand displacement, fluorescence kinetic. Potency, µM (series often up to 114 µM), without a hit: top-dose activity change, negative = inhibition, hits mostly inhibitors. P06746. hit rate 1.3% among 340,000; note: potency is the fitted concentration of half-maximal effect; % is set by controls: 0 for no effect and ±100 for the full control effect
#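 Human Pol beta at 10 nM; strand-displacement substrate 50 nM final. Compound exposure 15 min at room temperature before start, reaction 10 min at room temperature.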
# TRHR ag: qHTS for Small Molecule Agonists and Allosteric Enhancers of Human TRH Receptor: Primary Screen for Agonists; Thyrotropin-releasing hormone receptor (Homo sapiens), P34981; TRHR cells, calcium flux fluo-8, FDSS agonist mode; activation, % at 2 µM; hit rate 0.18% among 360,000; AID 493084, 2011; in the data active = activation above about 30%; note: 0% is about no effect
#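 Steps: seed TRHR cells overnight; add fluo-8 no-wash Ca dye, RT 30 min–1.5 h; record 10 s baseline; pin-transfer compounds; monitor fluorescence 1 cycle/s for the agonist window. Calcium increases flag candidate agonists.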
# BLM helicase inh: qHTS Assay for Inhibitors of Bloom's syndrome helicase (BLM); recombinant BLM DNA unwinding, fluorescence dequenching; AID 2528, 2010; Potency, µM (highest dose often 56.1 µM), without a hit: at the top dose activity change, negative = inhibition, actives largely listed as inhibitors; RecQ-like DNA helicase BLM (Homo sapiens), P54132; hit rate 0.2% among 350,000;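 note: potency is the fitted concentration of half-maximal effect; plate controls were vehicle for no effect and no enzyme for full effect; nearly all actives have a fitted effect of over 35% in size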
# POLI inh: qHTS for Inhibitors of Polymerase Iota; DNA polymerase iota (Homo sapiens), Q9UNA4; Pol iota fluorescent replication assay, 10 min; Potency, µM (highest dose often 115 µM), inactives show top-dose activity, negative = inhibition, usual class: inhibitors; hit rate 1% among 390,000; note: potency is the fitted concentration of half-maximal effect
# Target sequence (Q9UNA4 whole entry, looked up): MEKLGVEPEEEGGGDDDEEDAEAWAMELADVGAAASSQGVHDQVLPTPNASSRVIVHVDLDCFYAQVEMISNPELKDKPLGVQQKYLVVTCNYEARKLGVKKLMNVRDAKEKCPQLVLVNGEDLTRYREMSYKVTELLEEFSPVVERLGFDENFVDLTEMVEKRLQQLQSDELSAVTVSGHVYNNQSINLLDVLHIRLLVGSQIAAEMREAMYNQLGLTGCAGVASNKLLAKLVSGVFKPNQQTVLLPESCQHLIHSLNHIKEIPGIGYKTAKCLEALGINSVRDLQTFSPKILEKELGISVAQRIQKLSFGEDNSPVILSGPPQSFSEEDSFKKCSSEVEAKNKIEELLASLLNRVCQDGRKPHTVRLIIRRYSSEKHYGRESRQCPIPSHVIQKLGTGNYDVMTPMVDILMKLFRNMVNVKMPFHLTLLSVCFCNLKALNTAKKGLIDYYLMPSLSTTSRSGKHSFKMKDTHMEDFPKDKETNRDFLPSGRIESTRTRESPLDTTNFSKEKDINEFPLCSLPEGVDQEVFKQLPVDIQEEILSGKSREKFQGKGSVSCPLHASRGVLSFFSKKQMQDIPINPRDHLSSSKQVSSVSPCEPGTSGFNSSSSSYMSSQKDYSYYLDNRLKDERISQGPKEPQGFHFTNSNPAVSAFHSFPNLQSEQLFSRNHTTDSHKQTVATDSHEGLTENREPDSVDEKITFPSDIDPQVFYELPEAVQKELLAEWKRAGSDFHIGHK
#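 Fluorescent replication assay read twice, at 0 min and 10 min after adding 50 nM (final) substrate. Enzyme (10 nM) and compounds were first incubated 15 min at room temperature; enzyme-free buffer wells were negative controls.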
# Pol kappa inh: qHTS for Inhibitors of Polymerase Kappa; AID 588579, 2011; purified Pol kappa, fluorescent DNA synthesis assay, 10 min; DNA polymerase kappa (Homo sapiens), Q9UBT6; hit rate 0.53% among 400,000; Potency, µM (highest dose often 107 µM), for the others: top-dose activity, negative = inhibition, usual class: inhibitors; note: potency is the fitted concentration of half-maximal effect; % is set by controls: 0 for no effect and ±100 for the full control effect
#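 50 nM final substrate added after 15 min RT preincubation of 10 nM Pol kappa with compound; fluorescence read at 0 and 10 min.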
# APE1 inh: qHTS Assay for Inhibitors of the Human Apurinic/apyrimidinic Endonuclease 1 (APE1); DNA repair nuclease/redox regulator APEX1 (Homo sapiens), P27695; recombinant APE1, TAMRA/BHQ-2 abasic DNA cleavage fluorescence; Potency, µM (doses to about 65.8 µM), inactives show at the top dose activity change, negative = inhibition, hits mostly inhibitors; hit rate 0.35% among 350,000;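 note: potency is the fitted concentration of half-maximal effect; plate controls were vehicle for no effect and reference inhibitor for full effect; nearly all actives have a fitted effect of over 55% in size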
#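 Step 1: APE1 (0.75 nM) with compound, 15 min RT. Step 2: add 50 nM fluorophore/quencher THF duplex. Step 3: three fluorescence reads 60 s apart (525/598 nm); read 3 minus read 1 = reaction progress.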
# * = called active by the depositor; ? = inconclusive; nt = no result given; & = joins results of further samples; [ ] = remark or other dose. Unless noted, calls come from the whole dose curve; as a rule, active = well fitted curve in the direction sought with a large enough effect; inconclusive = small, poorly fitted or top-dose-only effect, or another doubt; inactive = no such curve, though single readings can be large; an effect the other way counts as inactive or inconclusive. These rows are one share of the data, so the mix of outcomes need not match the whole.
no.	Structure	Anesthetic bind	ERG-DNA inh	12-LOX inh	Pol beta inh	TRHR ag	BLM helicase inh	POLI inh	Pol kappa inh	APE1 inh
1	COCc1nc(-c2ccc(-c3ccc(OC)cc3)nc2OC)no1	4.6%	-4.1%	-7.3%	-22.8%	0.1	0.5%	8.7%	1.1%	-2.2%
2	Nc1ncc(S(=O)(=O)c2ccc([N+](=O)[O-])cc2)s1	nt	1.5%	-18.4%	nt	nt	nt	-9.2%	-16.6%	nt
3	O=S(=O)(Nc1nnc(-c2ccccc2)s1)c1ccc(Cl)cc1	-6.2%	-4.4%	?	-0.5%	-0.1	-2.5%	?	-9.8%	1.2%
4	CSc1nc(-c2ccccc2)nn1C(=O)c1ccc(C)cc1	-10.0%	-8.8%	0.0%	48.7%	-0.6	-0.9%	25.1%	-5.0%	-3.8%
5	CCOC(=O)CCC(=O)NCc1ccc2[nH]c(C)cc2c1	-4.0%	-2.2%	-16.1%	6.8%	0.0	1.6%	47.4%[activator]	-16.2%	3.8%
6	CC(NC(=O)COC(=O)C1CC2CCCC(C1)C2=O)c1ccccc1 (stereo not drawn)	nt	-6.3%	54.3%[activator]	nt	-0.3	nt	6.4%	-9.1%	25.4%
7	O=C1C2CCCN2C(c2cccs2)N1c1ccc(F)cc1 (stereo not drawn)	-3.0%	0.3%	-5.4%	33.8%	-1.5	-8.6%	35.5%[activator]	0.7%	0.5%
8	CC(=O)c1sc(NC(=O)C2CC(=O)N(Cc3ccccc3)C2)nc1-c1ccccc1 (stereo not drawn)	nt	21.6%	?	nt	-1.3	nt	9.8%	-6.2%	2.6%
9	CCOc1ccc(-n2c(Cc3cc(=O)[nH]c(=O)[nH]3)nnc2SC(C)C)cc1	-5.6%	-5.8%	-4.8%	38.1%	0.4	1.6%	8.7%	-16.6%	-2.3%
10	COc1ccc(Cn2c(CCC(=O)Nc3ccccc3)nc3cccnc32)cc1	-4.8%	0.0%	11.0%	-23.2%	-0.8	-12.2%	9.1%	4.4%	2.8%
11	O=C(CN(Cc1ccccc1F)C(=O)c1csnn1)NCc1ccc2c(c1)OCO2	-16.9%	-4.6%	-9.2%	-0.7%	-0.7	1.5%	133.3%[activator]	-24.4%	49.7%[activator][12.4 µM]
12	COc1ccc(C(=O)Nn2c(C)nc3ccccc3c2=O)cc1Br	7.7%	-0.1%	?	5.1%	1.5	1.1%	-17.4%	-6.1%	2.6%
13	CCn1cc(C(=O)O)c(=O)c2cc(F)c(N3CCN(C(=S)NC(=O)c4cc(OC)cc(OC)c4)CC3)cc21	-10.2%	2.4%	1.8%	-7.1%	0.2	3.0%	?	-4.2%	-11.7%
14	COc1ccc(CCN(Cc2cc3ccc(C)cc3[nH]c2=O)C(C)=O)cc1OC	-9.9%	-0.5%	0.0%	-0.4%	0.2	0.9%	-13.1%	-8.8%	3.0%
15	CN(CCCN1CCCCC1)C(=O)CCc1nnc(C2CCCCC2)o1	-5.3%	3.5%	-2.4%	-1.6%	0.2	0.5%	58.5%[activator]	-0.4%	0.1%
16	COc1ccc(C)cc1NC(=O)N1CCCn2nc(C)cc21	-8.5%	1.3%	3.8%	31.9%	0.0	0.8%	-0.1%	5.1%	nt
17	Cc1ccccc1Cn1c(CN2CCN(c3cc(Cl)ccc3C)CC2)nc2c1c(=O)[nH]c(=O)n2C	-16.6%	1.4%	0.0%	0.9%	-1.0	-6.2%	35.8%[activator]	-0.1%	nt
18	O=C1/C(=C\c2cccnc2)Sc2ccccc21	-7.4%	-19.7%	-15.5%	-0.6%	4.2	-6.6%	132.8%[activator]	0.4%	-2.0%
19	CC(C)c1ccc(NC(=O)CCNS(=O)(=O)c2cccc3nonc23)cc1	2.6%	-5.3%	3.2%	3.0%	-1.6	0.7%	14.7%	-5.0%	1.8%
20	Cc1ccc(OCC(=O)NC(=S)Nc2ccc(Br)cn2)cc1	-1.0%	10.6%	3.2%	-3.0%	0.3	2.7%	1.9%	3.4%	1.1%
21	Cc1cc(Cl)c2oc(C(=O)N(C)C(C)c3ccccn3)c(C)c2c1 (stereo not drawn)	-23.0%	-7.4%	5.7%	?	1.0	-3.4%	-4.9%	-9.5%	7.2%
22	COc1ccc(C(C)NC(=O)Cc2ccc(Br)cc2)cc1 (stereo not drawn)	-13.5%	-4.0%	8.1%	15.0%	-1.8	-9.9%	-7.2%	-6.9%	3.0%
23	CC(=O)Nc1ccc(NC(=S)Nc2ccccc2)cc1	3.0%	-0.5%	?	14.2%	0.7	-1.9%	9.5%	-13.5%	-4.7%
24	Cc1nnc(SCC(=O)NCc2ccc3c(c2)OCO3)s1	0.8%	-2.2%	3.6%	-10.0%	-0.5	2.3%	-5.6%[58.9 µM]	-1.6%	1.2%
25	Cn1c2ccccc2c2nnc(SCC(=O)Nc3ccccc3F)nc21	-4.5%	14.6%	9.8%	-2.7%	-0.7	-1.8%	-1.4%	8.0%	-3.3%
26	COc1cc(/C=C2/C(=O)N(C)C(=S)N2C)ccc1OCc1cccc(F)c1	-3.6%	5.4%	-22.0%	26.1%	-0.5	-9.5%	12.9%	-19.1%	-11.3%
27	Cc1cccc(C(=O)Nc2ccc(NC(=O)CN3CCOCC3)cc2)c1	1.0%	-2.0%	1.1%	1.7%	1.0	-3.6%	33.8%[activator]	-0.8%	46.4%[activator]
28	Cc1c(Cc2ccccc2)c(=O)oc2c(C)c(OCc3nn[nH]n3)ccc12	-11.4%	-2.2%	98.6%[activator]	1.3%	0.4	-3.1%	-4.3%	-7.0%	12.5%
29	CC(CN(C)Cc1ccccc1)OC(=O)C1COc2ccccc2O1 (stereo not drawn)	-4.4%	-13.2%	4.1%	11.1%	-0.1	-0.6%	?	-7.5%	-0.4%
30	O=C(CSc1n[nH]c(-c2ccccc2Br)n1)NC(=O)NCc1ccco1	-0.3%	0.8%	-19.1%	3.7%	-0.2	-1.3%	?	-21.8%	-3.1%
31	CC(Nc1nc(-c2ccc(F)cc2)cs1)c1nc2cc(C(F)(F)F)ccc2n1CCCO (stereo not drawn)	nt	4.6%	-2.2%	nt	nt	nt	?	-11.8%	nt
32	CC(C)[C@H](N)C(=O)N1CCC(C(=O)N[C@@H](Cc2ccccc2)C(=O)NCc2ccc(F)cc2)CC1	-1.4%	10.8%	-1.9%	29.1%	-0.3	0.7%	-13.9%	-5.6%	48.9%[activator]
33	CCCCOc1ccc(C2C(=O)N(C3CCCCC3)CC(=O)N2CC2CCCO2)cc1 (stereo not drawn)	?	-2.1%	-3.2%	-0.6%	0.7	-4.2%	21.6%	-4.5%	-2.3%
34	CS(=O)(=O)c1ccccc1-c1nnc(NC(=O)c2ccc3ncsc3c2)o1	nt	-3.7%	-2.2%	nt	0.7	nt	16.4%	3.5%	48.3%[activator]
35	COc1cc(C(=O)Nc2cnc(NC(=O)C(C)C)cc2C)cc(OC)c1OC	?	2.0%	0.0%	18.2%	-0.1	1.6%	-5.7%	-3.1%	1.6%
36	COc1ccc(CCC(=O)Nc2nc3ccccc3[nH]2)cc1	-8.3%	8.3%	?	1.5%	8.5	1.2%	-0.1%	2.7%	?
37	CCOc1ccc(C(=O)Nc2cc(C)on2)cc1	-6.5%	8.7%	-6.2%	0.7%	-0.9	-1.2%	26.9%	1.3%	-5.2%
38	CC(C)(C)OC(=O)NC(NC(=O)OCC1c2ccccc2-c2ccccc21)C(=O)O (stereo not drawn)	-4.3%	nt	nt	nt	nt	2.5%	nt	-11.5%[12 µM]	-0.5%
39	Cc1cc(C(=O)COc2cccnc2[N+](=O)[O-])c(C)n1Cc1cccs1	-23.0%	7.3%	?	-5.5%	0.2	-9.2%	?	-7.8%	-8.2%
40	Cc1cccc(NC(=O)CNC(=O)COC(=O)c2ccc(C(C)(C)C)cc2)c1C	nt	3.1%[15.4 µM]	0.0%	nt	-0.4	nt	-10.2%	-7.5%	28.9%
41	O=C(Nc1nc(-c2ccncc2)cs1)c1ccco1	-13.9%	6.7%	0.0%	39.8µM*	-0.2	-13.6%	?	-12.7%	-2.0%
42	CC1CCc2nn(CC(=O)Nc3cccc(C(F)(F)F)c3)c(=O)cc2C1 (stereo not drawn)	1.7%	3.3%	-17.3%	-1.0%	-0.1	-3.1%	17.0%	-5.9%[60.1 µM]	nt
43	Cc1cccc(CCNC(=O)C2CCC(CNS(=O)(=O)c3ccccc3)CC2)c1 (stereo not drawn)	-3.7%	-5.1%	4.3%&-3.5%	-5.1%	-0.6	-3.4%	-3.1%	-8.8%[60.1 µM]	nt
44	Nc1nonc1C(=O)NCCNCc1c(OCc2ccccc2F)ccc2ccccc12	-16.1%	1.1%	-11.1%	-12.5%	0.4	-11.5%	0.2%	-10.8%	1.9%
45	O=C1NC2(CCCCCC2)N=C1c1ccc(F)cc1	?	-3.4%	-9.1%	-8.5%	-0.6	1.0%	11.0%	-5.6%	4.3%
46	CCS(=O)(=O)CCSc1nc2ccccc2o1	-9.2%	-1.2%	11.9%	13.3%	-0.1	0.3%	1.8%	-2.2%	3.1%
47	CC1Cc2ccccc2N1S(=O)(=O)c1cccc(C(=O)N2CCCCC2)c1 (stereo not drawn)	nt	-7.6%	-3.9%	nt	-0.4	nt	-7.7%	-1.5%	-9.9%
48	COCCCNC(=O)CSc1nc2c(sc3ccccc32)c(=O)n1CCCC(=O)NCCOC	-14.6%	-1.8%	-11.9%	0.6%	-0.1	3.2%	14.5%	-1.1%	nt
